Source: PubChem (Sanford-Burnham Center for Chemical Genomics)
TIM10 inh – growth inhibitors of isogenic TIM10 control yeast, primary screen, counter-screen for tim10-1 yeast inhibitor project, luminescence, uHTS. S. cerevisiae TIM10 strain growth, BacTiter-Glo luminescence, 24 h. inhibition, % at 10 µM. hit rate 1.4% among 330,000;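 active = inhibition of 40% or more at the single tested concentration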;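 note: wild-type TIM10 isogenic control strain grown at permissive 25 °C; 0% = DMSO yeast wells and 100% = minimal medium wells without yeast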
tim10-1 inh – growth inhibitors of tim10-1 mutant yeast, primary screen, luminescence, uHTS; S. cerevisiae tim10-1 ts strain growth, BacTiter-Glo, 24 h; inhibition, % at 20 µM; hit rate 2.2% among 330,000;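 active = inhibition of at least 40%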;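 note: mutant grown at 25 °C; 0% = DMSO wells with yeast and 100% = wells holding no yeast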
Jurkat NFkB inh – inhibitors of induced NF-kB luciferase reporter, primary screen, TCR NF-kB activation inhibitor project, cell-based, luminescence, uHTS; Jurkat, PMA/ionomycin-induced NF-kB luciferase reporter; inhibition, % at 4 µM; hit rate 0.53% among 330,000; AID 435003, 2010; in the data active = inhibition above about 50%
UPR XBP1 act – activators of adaptive XBP1 UPR arm, primary screen, cell-based, CHO-XBP1 luciferase reporter, luminescence, uHTS; IRE1-XBP1 UPR activation; percent of tunicamycin response, DMSO as zero; activation, % at 20 µM; hit rate 0.33% among 330,000; AID 463104, 2010;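 active = versus positive control, 20 µM dose yields 30% or more activation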;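 note: 100% = tunicamycin at 10 µg/mL and 0% = DMSO only wells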
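Material: CHO cell line with stable XBP1 luciferase reporter; buffer or medium: F12 medium containing 10% fetal bovine serum; compound: single point, 20 µM final compound, 1% DMSO; incubation: 6 h treatment, 37 °C; measured by: glow luminescence from Steady-Glo reagent; evaluation: activation, % of tunicamycin; control set: tunicamycin high, DMSO low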
tim23-1 inh – growth inhibitors of tim23-1 mutant yeast, primary screen, luminescence, uHTS. S. cerevisiae tim23-1 growth, BacTiter-Glo luminescence, 24 h. inhibition, % at 20 µM. hit rate 1.3% among 330,000. AID 463212, 2010;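 active = growth inhibition of the mutant yeast at or above 50%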;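 note: temperature-sensitive mutant grown at 25 °C; plate controls were DMSO-treated mutant yeast for no effect and medium wells lacking yeast for full effect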
Mdm2 MdmX PPI – inhibitors of human Mdm2-MdmX association, primary screen, cell-based, luminescence, split luciferase, SaOS-2, uHTS | AID 485346, 2010 | hit rate 3% among 330,000 | inhibition, % at 8 µM | SaOS-2 split-luciferase Mdm2/MdmX complementation | Protein Mdm4 (Homo sapiens) + E3 ubiquitin-protein ligase Mdm2 (Homo sapiens), …;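 active = inhibition of at least 50% at 8 µM in the primary screen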
Target sequence (O15151 whole entry, looked up): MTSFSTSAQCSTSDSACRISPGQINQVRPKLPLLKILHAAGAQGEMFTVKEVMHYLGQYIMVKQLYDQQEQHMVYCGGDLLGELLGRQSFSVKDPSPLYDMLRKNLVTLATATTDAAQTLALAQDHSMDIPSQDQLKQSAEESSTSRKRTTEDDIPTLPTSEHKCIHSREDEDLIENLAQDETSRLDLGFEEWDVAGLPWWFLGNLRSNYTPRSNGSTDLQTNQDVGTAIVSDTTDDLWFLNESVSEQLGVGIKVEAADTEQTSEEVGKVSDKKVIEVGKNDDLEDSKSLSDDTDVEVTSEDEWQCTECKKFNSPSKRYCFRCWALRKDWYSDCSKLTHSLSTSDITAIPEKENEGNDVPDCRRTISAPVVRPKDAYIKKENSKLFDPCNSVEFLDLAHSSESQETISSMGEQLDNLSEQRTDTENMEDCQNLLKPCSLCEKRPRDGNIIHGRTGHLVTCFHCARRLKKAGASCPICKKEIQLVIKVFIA
Target sequence (Q00987 whole entry, looked up): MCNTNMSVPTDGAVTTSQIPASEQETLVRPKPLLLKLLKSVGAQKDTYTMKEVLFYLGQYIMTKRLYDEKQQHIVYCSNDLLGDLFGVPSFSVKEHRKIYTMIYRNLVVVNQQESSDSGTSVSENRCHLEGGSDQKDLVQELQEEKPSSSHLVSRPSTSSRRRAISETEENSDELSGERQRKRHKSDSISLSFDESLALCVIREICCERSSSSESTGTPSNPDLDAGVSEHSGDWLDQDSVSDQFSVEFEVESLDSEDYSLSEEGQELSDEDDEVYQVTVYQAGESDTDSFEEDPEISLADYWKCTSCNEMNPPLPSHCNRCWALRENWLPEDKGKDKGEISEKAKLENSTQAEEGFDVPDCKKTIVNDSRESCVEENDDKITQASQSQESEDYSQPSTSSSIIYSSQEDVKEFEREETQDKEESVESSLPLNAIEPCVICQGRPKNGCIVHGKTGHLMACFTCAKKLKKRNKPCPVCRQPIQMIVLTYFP
CHOP UPR activ – activators of apoptotic CHOP UPR arm, primary screen, cell-based, CHO-CHOP luciferase reporter, luminescence, uHTS; UPR activation; percent of tunicamycin response over DMSO baseline; activation, % at 10 µM; hit rate 0.34% among 330,000;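 active = at 10 µM dose, activation of 40% or more, normalized to positive control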;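 note: 100% = tunicamycin at 10 µg/mL and 0% = DMSO alone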
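System: CHO CHOP reporter cells. Amount: 500 cells per well. Buffer or medium: F12 medium, 10% FBS. Compound dosing: one dose, 10 µM in 0.5% DMSO. Incubation: 6 h compound exposure at 37 °C after overnight seeding. Technique: Steady-Glo luciferase luminescence. Benchmarks: tunicamycin and DMSO controls.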
697 NFkB inh – inhibitors of PMA/ionomycin-induced NF-kB reporter, 697 cells, primary screen, B-cell NF-kB inhibitor project, cell-based, luminescence, uHTS; AID 435022, 2010; hit rate 0.33% among 330,000; 697 B-cell NF-kB luciferase reporter, 16 h; inhibition, % at 4 µM; in the data active = inhibition above about 35%
The depositor's hits bear a star; x = no result given. Compounds were not picked by outcome; 6.6% or so of the library scored in one or more.

Preview, 2 compounds:
SMILES | TIM10 inh | tim10-1 inh | Jurkat NFkB inh | UPR XBP1 act | tim23-1 inh | Mdm2 MdmX PPI | CHOP UPR activ | 697 NFkB inh
CCOC(=O)c1ccc(N2C(=O)CC(NNC(=O)c3ccc(Br)s3)C2=O)cc1 (stereo unspecified) | -29 | -4 | -15 | 2 | 1 | 4 | -1.3 | -2
CC(C)CNC(=S)NNC(=O)c1nn(C)cc1Cl | 6 | 9 | 4 | 1 | 4 | 10 | -0.1 | -15

All compounds of this part, from the first entry:
SMILES | TIM10 inh | tim10-1 inh | Jurkat NFkB inh | UPR XBP1 act | tim23-1 inh | Mdm2 MdmX PPI | CHOP UPR activ | 697 NFkB inh
CCOC(=O)c1ccc(N2C(=O)CC(NNC(=O)c3ccc(Br)s3)C2=O)cc1 (stereo unspecified) | -29 | -4 | -15 | 2 | 1 | 4 | -1.3 | -2
CC(C)CNC(=S)NNC(=O)c1nn(C)cc1Cl | 6 | 9 | 4 | 1 | 4 | 10 | -0.1 | -15
COc1cc(C2NC(=O)CS2)cc(OC)c1OC (stereo unspecified) | 4 | -6 | 6 | -1 | 4 | 2 | -1.8 | 21
CCCCOC(=O)Nc1ccc(S(=O)(=O)Nn2cnnc2)cc1 | -4 | 4 | -8 | 2 | -1 | -9 | 0.5 | 13
O=C1CC2(CCN(C(=O)c3cccc(Br)c3)CC2)Oc2ccccc21 | 6 | 20 | 0 | -2 | 21 | 11 | 1.8 | 5
COc1ccc(C(NC(=O)c2c(F)c(F)c(F)c(F)c2F)c2ccccc2)cc1 (stereo unspecified) | 3 | 10 | 7 | -3 | 9 | 77* | 0.0 | 14
CCOc1cc(N2CCOCC2)c(OCC)cc1NC(=O)CSc1ccccc1C(=O)O | 3 | -7 | -6 | 1 | 0 | 22 | 2.4 | 23
Cc1ccc(OCC(=O)NC(=S)Nc2ccc3c4c(cccc24)CC3)cc1 | -5 | 6 | -4 | -2 | -8 | -1 | 0.0 | 5
Cc1nn(-c2ncc(C(F)(F)F)cc2Cl)c(=O)n1-c1ccccc1F | -13 | -1 | 7 | -2 | -3 | 32 | -0.8 | 8
O=c1c(C/C=C/c2ccccc2)c(O)ccn1Cc1cccc(Cl)c1 | 1 | 6 | -2 | -2 | 12 | 19 | -0.8 | 18
COc1ccc(C2CC(c3cccs3)=NN2C(=O)COC(=O)c2cncc(Br)c2)cc1OC (stereo unspecified) | 22 | 25 | -12 | -2 | 23 | 0 | -1.7 | 15
CCOC(=O)c1ccc(NC(=O)CCc2nc(-c3cccc(C)c3)no2)cc1 | 21 | 14 | -8 | 2 | 1 | 26 | -0.6 | 3

Compound profiles, as listed above:
Results for O=C1CC2(CCN(C(=O)c3cccc(Br)c3)CC2)Oc2ccccc21 = TIM10 inh: 6; tim10-1 inh: 20; Jurkat NFkB inh: 0; UPR XBP1 act: -2; tim23-1 inh: 21; Mdm2 MdmX PPI: 11; CHOP UPR activ: 1.8; 697 NFkB inh: 5
Results for Cc1ccc(OCC(=O)NC(=S)Nc2ccc3c4c(cccc24)CC3)cc1 = TIM10 inh: -5; tim10-1 inh: 6; Jurkat NFkB inh: -4; UPR XBP1 act: -2; tim23-1 inh: -8; Mdm2 MdmX PPI: -1; CHOP UPR activ: 0.0; 697 NFkB inh: 5

(list continues)
SMILES | TIM10 inh | tim10-1 inh | Jurkat NFkB inh | UPR XBP1 act | tim23-1 inh | Mdm2 MdmX PPI | CHOP UPR activ | 697 NFkB inh
CCc1ccccc1-n1c(SCC(=O)c2c(N)n(C3CC3)c(=O)[nH]c2=O)nnc1N1CCOCC1 | 7 | -17 | -5 | -1 | 2 | 7 | -2.7 | 1
COc1cccc(-c2sc3ccccc3c2-c2ccc(OCCN3CCCCC3)cc2)c1 | 7 | -31 | -8 | 12 | 70* | 95* | 3.2 | 6
C/C(=N/Oc1nc(C)cc(C)n1)c1ccc(Br)cc1 | 1 | 20 | -10 | -5 | 16 | -7 | 2.8 | -5
COc1ccc(C)cc1C1=CC(=O)C[C@H](c2ccc(F)cc2)C1 | -28 | 12 | -5 | 5 | 31 | 18 | 0.9 | -23
COc1cc2c(cc1OC)C(C)N(C(=O)c1cc3ccccc3o1)CC2 (stereo unspecified) | 18 | 20 | 7 | -3 | 44 | 5 | -2.4 | 3
CC(NC(=O)CNC(=O)C(Cc1ccccc1)NC(=O)OCc1ccccc1)C(N)=O (stereo unspecified) | -7 | 8 | 8 | 6 | 6 | -4 | -0.2 | 4
COc1ccc(-c2nc(CS(=O)CC(=O)NC3CCCCC3C)c(C)o2)cc1OC (stereo unspecified) | 20 | 24 | 7 | -2 | 17 | 1 | 1.7 | 10
Cn1c(SCC(=O)NC2(C#N)CCCCC2)nnc1-c1cccnc1 | 2 | -8 | 3 | 2 | 10 | 3 | -1.3 | -7
Cc1ccc(N(CC(=O)N2CCCCCC2)S(C)(=O)=O)cc1Cl | 4 | 13 | 13 | -2 | -3 | 18 | 0.7 | 14
O=S(=O)(NCc1cccnc1)c1cccn1-c1ncc(C(F)(F)F)cc1Cl | -1 | 15 | 8 | -1 | 3 | -8 | -1.6 | -24
O=C1Nc2ccc(Br)cc2C12NNc1ccccc1O2 (stereo unspecified) | 45* | 22 | -22 | 9 | -20 | 76* | 1.9 | -4
Cc1ccc(S(=O)(=O)N2CCN(S(=O)(=O)N3CCC(C)CC3)CC2)cc1C | 15 | 14 | -2 | 0 | 2 | -1 | -0.4 | 7
Cc1ccc(-c2cc(C(=O)NN3CCOCC3)c3cc(Br)ccc3n2)o1 | -7 | 7 | -2 | -3 | -11 | 12 | 1.4 | -7
CC1(C)CC(=O)c2sc(NS(=O)(=O)c3ccc([N+](=O)[O-])cc3)nc2C1 | -1 | 4 | 2 | -5 | 16 | -1 | -1.3 | 8
O=C(Nc1cccnc1)c1ccccc1NS(=O)(=O)c1ccc(F)cc1 | 20 | 32 | -2 | -2 | 19 | 26 | -1.1 | 3
CN(C(=O)CN1C(=O)c2ccccc2S1(=O)=O)C1CCCCC1 | -2 | 8 | 9 | -4 | 17 | 24 | -1.7 | -1
COc1cccc(C(=O)/C=C/Nc2ccc(S(=O)(=O)Nc3nc(C)cc(C)n3)cc2)c1 | 1 | 1 | 1 | -6 | 16 | -10 | 0.4 | 1
O=C(N/C(=C/C=C\c1ccccc1)C(=O)N1CCOCC1)c1ccc(Br)cc1 | -22 | 35 | -13 | 0 | 26 | 29 | -0.3 | -13
COC(CNC(=S)Nc1ccc([N+](=O)[O-])cc1)OC | -14 | 9 | -9 | -1 | 6 | -40 | 3.5 | -24
N#Cc1c(C(F)(F)F)cc(-c2ccccc2)nc1SCC(=O)N1CCOCC1 | -9 | 14 | 10 | -2 | -2 | 13 | 0.0 | 18
CN1CCN(c2ccc(NC(=O)COc3ccccc3[N+](=O)[O-])cc2)CC1 | 6 | 1 | -5 | 0 | -12 | -12 | 1.5 | -12
Clc1ccc(Cc2nnc(-c3ccccc3Br)o2)cc1 | -9 | 13 | -10 | 3 | 4 | -29 | 1.5 | -9
COc1cccc(/C=C/C(=O)Nc2ccc3[nH]c(=O)[nH]c3c2)c1 | -4 | -2 | -3 | -1 | 5 | 10 | 1.4 | -1
S=c1[nH]nc(-c2ccccn2)n1/N=C/c1cccc2ccccc12 | 32 | 41* | 16 | 0 | 39 | 20 | 0.1 | 13
CCCCOC(=O)Nc1ccc2c(C)cc(=O)oc2c1 | 28 | 13 | -107 | 4 | 19 | -196 | 12 | -108
CC(C)Oc1ccc(CC2CC(=O)NC2=O)cc1 (stereo unspecified) | 1 | 2 | 0 | -1 | 7 | 4 | 0.8 | 11
Cc1coc2c1c(C)cc1oc(=O)c(CC(=O)N[C@@H](CC(C)C)C(=O)O)c(C)c12 | 4 | 20 | 8 | -1 | 10 | 11 | 1.3 | 23
CCn1cc(C(=O)N(CCC(C)C)c2c(N)n(Cc3ccccc3)c(=O)[nH]c2=O)c(=O)c2ccc(C)nc21 | 19 | -3 | -19 | 1 | 35 | -22 | -1.1 | 26
Cc1cccc(Cc2ncc(C(F)(F)F)cc2Cl)c1 | 0 | -3 | 10 | -6 | 0 | 29 | 1.6 | 9
c1ccc(C2(c3ccccc3)OCC(Cn3cncn3)O2)cc1 (stereo unspecified) | 4 | 9 | -5 | 0 | 0 | 18 | -0.7 | 0
CSCC[C@H](NC(=O)OC(C)(C)C)c1nnc(SCC(=O)N(C)C)o1 | 10 | 4 | 18 | -2 | 13 | 5 | -1.0 | 19
CN(C(=O)COC(=O)c1ccc2[nH]c3c(c2c1)CCCC3)C1CCS(=O)(=O)C1 (stereo unspecified) | 4 | 20 | -6 | 2 | 12 | 14 | -0.1 | -6
CCN(CC)C(=S)Oc1ccc(Cl)cc1Cl | 4 | -3 | 11 | 2 | 5 | 11 | 1.8 | -5
COc1ccc(O)c(/C=N/n2c(-c3ccco3)csc2=Nc2cccnc2)c1 | 11 | 2 | -7 | 8 | 16 | -9 | 0.1 | -22
Cc1cnnc2c1-c1no[n+]([O-])c1CC2 | -20 | 2 | -5 | -1 | 21 | 16 | -1.6 | 17
Cn1c(N)c(C(=O)COC(=O)c2ccccc2C(=O)c2ccc(Cl)c([N+](=O)[O-])c2)c(=O)n(C)c1=O | 18 | 9 | -6 | -3 | 7 | 99* | 10 | 19
CC(C(=O)Nc1ccc(C(=O)O)c(O)c1)N1C(=O)/C(=C\c2ccco2)SC1=S (stereo unspecified) | -5 | 12 | 2 | -2 | 4 | -11 | 0.8 | 0
COc1ccc(N2CCN(C(=O)c3ccc(CNS(=O)(=O)c4ccc(C)cc4)cc3)CC2)cc1 | 11 | 20 | 9 | -4 | 12 | 26 | 2.1 | -12
NC(=O)Nc1ccc(C(=O)OCC(=O)N2CCCC2=O)cc1 | 26 | -1 | -3 | -1 | 1 | 12 | 0.7 | 14
COc1ccc(N=Cc2c(O)n(-c3cccc(C)n3)c(=O)c3ccccc23)cc1 | 14 | -2 | 2 | -3 | 31 | 22 | 2.6 | 26
O=[N+]([O-])c1ccccc1S(=O)(=O)Nc1ncccn1 | -1 | -7 | 3 | 4 | 6 | 21 | -0.3 | 15
CC(=O)c1ccc(NC(=O)c2noc3c2CCCCC3)cc1 | 6 | 19 | -165 | -1 | 2 | -222 | 4.8 | -121
O=C(CCc1ccccc1)NNC(=O)c1ccncc1 | -9 | -11 | -3 | -2 | -3 | 20 | 3.7 | -12
Cc1n[nH]c(=O)c2c(NC(=O)CSc3nc4ccccc4c(=O)n3CCCO)oc(C)c12 | -3 | -15 | 7 | -5 | 6 | 11 | -0.1 | 3
C/C(N)=C(/C#N)C(=O)CSc1nc2cc(Cl)ccc2s1 | 44* | 50* | -19 | -1 | 54* | -45 | 1.2 | -52
CC[C@]12c3[nH]c4ccc(OC)cc4c3CCN1C(=O)C(CC(=O)NCC13CC4CC(CC(C4)C1)C3)C[C@@H]2C(=O)N1CCN(C(=O)C2CC2)CC1 (stereo partly specified) | -4 | 17 | x | 2 | 36 | 45 | 8.0 | 15
COc1ccc(C)cc1NC(=O)CN(Cc1nnc(-c2ccc(Cl)cc2)o1)C1CCCC1 | 28 | 28 | -39 | 0 | 24 | 46 | 6.4 | -85
Cn1ccc2cc(NC(=O)Nc3cccnc3)ccc21 | 0 | 4 | -11 | -3 | 16 | -28 | 4.1 | 0
